TEAD-YAP inh – TEAD-YAP interaction inhibition; inhibition, % at 9.12 µM; 640,000 compounds, 1.4% hits; AID 1259422; HEK-TIYL cells, TEAD-Gal4/YAP UAS-luciferase luminescence; in the data active = inhibition above about 32%;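 also: 0% = median of test compound wells and 100% = reference inhibitor wells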
GPR151 ag – human GPR151 activation; PathHunter beta-arrestin GPR151 cells, luminescence; activation, % at 11.2 µM; 650,000 compounds, 1% hits; in the data active = activation above about 4.9%;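 also: 0% = median of compound wells and 100% = cells with positive control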
Target sequence (Q8TDV0 whole entry, looked up): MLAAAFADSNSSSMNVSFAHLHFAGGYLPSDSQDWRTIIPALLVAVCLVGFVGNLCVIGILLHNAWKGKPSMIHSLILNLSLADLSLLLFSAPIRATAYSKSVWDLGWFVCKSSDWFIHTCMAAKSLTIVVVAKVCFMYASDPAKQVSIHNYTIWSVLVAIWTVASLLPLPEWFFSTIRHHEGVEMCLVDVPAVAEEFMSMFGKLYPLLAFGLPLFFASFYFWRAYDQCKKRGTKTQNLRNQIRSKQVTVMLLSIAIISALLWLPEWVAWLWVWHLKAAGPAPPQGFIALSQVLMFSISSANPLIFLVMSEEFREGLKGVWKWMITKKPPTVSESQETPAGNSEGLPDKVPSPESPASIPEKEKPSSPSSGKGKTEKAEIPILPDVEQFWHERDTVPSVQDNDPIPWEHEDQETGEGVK
MITF inh – human MITF inhibition, primary screen; O75030; 650,000 compounds, 0.91% hits; inhibition, % at 2.6 µM; AID 1259374; AlphaScreen MITF homodimerization, bead proximity signal; in the data active = inhibition above about 50%;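 also: 0% = vehicle wells with protein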
FBW7 activator – human FBW7 E3 ligase activation, primary screen | Q969H0 | 650,000 compounds, 0.13% hits | normalized activity (activation), % at 26.1 µM | AlphaScreen FBW7–phospho-cyclin E peptide binding, activator screen; in the data active = normalized activity above about 1.9%;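 also: purified mutant Fbw7 with reduced substrate affinity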
Target sequence (Q969H0 whole entry, looked up): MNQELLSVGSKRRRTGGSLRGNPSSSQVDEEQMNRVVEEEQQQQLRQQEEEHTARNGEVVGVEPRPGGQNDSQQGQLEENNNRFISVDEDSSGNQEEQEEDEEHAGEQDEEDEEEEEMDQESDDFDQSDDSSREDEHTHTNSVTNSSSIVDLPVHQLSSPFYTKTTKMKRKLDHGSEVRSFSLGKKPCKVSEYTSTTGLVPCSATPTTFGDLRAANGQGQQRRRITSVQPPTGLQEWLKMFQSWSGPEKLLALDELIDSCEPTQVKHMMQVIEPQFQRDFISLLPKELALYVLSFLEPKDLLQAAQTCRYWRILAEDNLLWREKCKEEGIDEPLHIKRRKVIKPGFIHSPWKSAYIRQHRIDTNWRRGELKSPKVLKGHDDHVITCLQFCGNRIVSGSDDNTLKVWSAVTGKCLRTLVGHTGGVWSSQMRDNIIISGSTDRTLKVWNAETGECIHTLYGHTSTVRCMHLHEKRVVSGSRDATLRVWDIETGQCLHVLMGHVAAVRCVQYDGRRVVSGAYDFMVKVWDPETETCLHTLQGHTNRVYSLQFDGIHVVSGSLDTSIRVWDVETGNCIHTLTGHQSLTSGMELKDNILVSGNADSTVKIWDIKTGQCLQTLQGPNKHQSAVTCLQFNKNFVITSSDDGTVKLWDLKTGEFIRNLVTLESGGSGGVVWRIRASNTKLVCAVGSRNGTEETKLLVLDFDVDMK
Starred values were filed as active, the others as inactive.

Results for CSc1nc(N)nc(SCCS(=O)(=O)c2ccc(Cl)cc2)c1C#N ?
TEAD-YAP inh: 12; GPR151 ag: 3.7; MITF inh: 0; FBW7 activator: 0.3

How did O=C1NCCN(CC(c2ccccc2)c2ccccc2)C1CC(=O)N1CCCCO1 (stereo not drawn) do in these assays?
TEAD-YAP inh: 8; GPR151 ag: -0.5; MITF inh: 7; FBW7 activator: 0.2

How did Cc1cccc(NS(=O)(=O)c2cc(N)ccc2C)c1 do in these assays?
TEAD-YAP inh: 4; GPR151 ag: 0.4; MITF inh: 2; FBW7 activator: 0.0

How did COc1ccc(-c2cc(C(F)(F)F)n3nc(C(=O)N4CCC(C)CC4)c(Cl)c3n2)cc1 do in these assays?
TEAD-YAP inh: 7; GPR151 ag: 0.2; MITF inh: 4; FBW7 activator: 0.3

What do the screens show for `COc1ccc(NC(C)C(=O)N/N=C/c2ccccc2OC)cc1` (stereo not drawn)?
TEAD-YAP inh: 5; GPR151 ag: -0.1; MITF inh: 15; FBW7 activator: -0.1

How did Cc1ccc(/C=C2\N=C(c3ccccc3Br)OC2=O)cc1 do in these assays?
TEAD-YAP inh: 5; GPR151 ag: -0.2; MITF inh: 20; FBW7 activator: 0.1

How did CS(=O)(=O)OCC1COC(Cn2cncn2)(c2ccc(Cl)cc2Cl)O1 (stereo not drawn) do in these assays?
TEAD-YAP inh: -5; GPR151 ag: 0.6; MITF inh: -4; FBW7 activator: -0.1

What do the screens show for `COc1ccc(-c2noc(CN3CCN(c4nc(C)cnc4C)CC3)n2)c(OC)c1OC`?
TEAD-YAP inh: 4; GPR151 ag: -1.7; MITF inh: 18; FBW7 activator: 0.3

How did COC(=O)c1ccccc1NC(=O)CCc1c(C)nc2ncnn2c1C do in these assays?
TEAD-YAP inh: -20; GPR151 ag: 0.2; MITF inh: -6; FBW7 activator: -0.2

Results for Cc1cc(NCc2cccnc2)nc(-c2ccc(N3CCOCC3)nc2)n1 ?
TEAD-YAP inh: -18; GPR151 ag: -2.0; MITF inh: 11; FBW7 activator: -0.2

How did O=C1OC(c2ccc(F)cc2)=N/C1=C/c1ccc(Cl)c(Cl)c1 do in these assays?
TEAD-YAP inh: -11; GPR151 ag: 0.0; MITF inh: -11; FBW7 activator: -0.2

How did O=C(COC(=O)c1ccc(Br)cc1)NC(=O)Cc1ccccc1 do in these assays?
TEAD-YAP inh: -6; GPR151 ag: -1.2; MITF inh: -15; FBW7 activator: -0.1

What do the screens show for `Cc1ccccc1N(CC(=O)Nc1ccc(C(N)=O)cc1)S(C)(=O)=O`?
TEAD-YAP inh: -4; GPR151 ag: -0.1; MITF inh: 3; FBW7 activator: 0.0

Results for CCOc1ccc(OCC)c(NC(=O)CSc2ccsc2[N+](=O)[O-])c1 ?
TEAD-YAP inh: 9; GPR151 ag: -0.2; MITF inh: 24; FBW7 activator: -0.4

What do the screens show for `CCc1cc2c3c(c1)C1(C(=O)N3C(C)(C)C=C2C)C(C#N)=C(N)OC2=C1C(=O)CC(C)(C)C2` (stereo not drawn)?
TEAD-YAP inh: 3; GPR151 ag: 0.4; MITF inh: 14; FBW7 activator: -0.2

Results for C/C(=N/NC(=O)c1ccccc1O)c1ccccc1Cl ?
TEAD-YAP inh: -14; GPR151 ag: 3.0; MITF inh: 11; FBW7 activator: 0.0

Results for CCOC(=O)/C=C(/CC(O)(c1nc2ccccc2s1)C(F)(F)F)N1CCOCC1 (stereo not drawn) ?
TEAD-YAP inh: 12; GPR151 ag: 0.8; MITF inh: 4; FBW7 activator: 0.6

How did CCc1cc2c(=O)c(-c3nc(C)cs3)coc2cc1O do in these assays?
TEAD-YAP inh: -5; GPR151 ag: -0.2; MITF inh: 16; FBW7 activator: 0.3

How did O=C(Nc1cccc(-c2ccc3nncn3n2)c1)c1ccc(Br)o1 do in these assays?
TEAD-YAP inh: 17; GPR151 ag: 3.1; MITF inh: -1; FBW7 activator: 0.0

How did CC(C)n1cnc2c(NCCCN3CCCC3=O)nc(-c3ccc(C(N)=O)cc3)nc21 do in these assays?
TEAD-YAP inh: 4; GPR151 ag: 0.7; MITF inh: 12; FBW7 activator: 0.4

What do the screens show for `COc1ccc(NC(=O)c2cnn3c2NC(c2ccco2)CC3C(F)(F)F)cc1` (stereo not drawn)?
TEAD-YAP inh: -5; GPR151 ag: 0.6; MITF inh: 12; FBW7 activator: 0.0

How did CCCC(=Nc1ccc(N)cc1)C1=C(O)CC(C)(C)CC1=O do in these assays?
TEAD-YAP inh: -24; GPR151 ag: 0.1; MITF inh: 17; FBW7 activator: -0.5

Results for C=CCN1COc2c(ccc3c(C(=O)OCC)c(NC(=O)c4ccccc4)sc23)C1 ?
TEAD-YAP inh: -1; GPR151 ag: 1.0; MITF inh: 5; FBW7 activator: 0.0

What do the screens show for `Cc1ccc(Nc2c(-c3ccccc3O)nc3c[n+](CC(N)=O)ccn23)cc1`?
TEAD-YAP inh: 3; GPR151 ag: 0.1; MITF inh: 9; FBW7 activator: 0.1

How did CC(C)[C@H](N)Cn1nc(-c2ccc(F)c(F)c2)ccc1=O do in these assays?
TEAD-YAP inh: -1; GPR151 ag: -0.1; MITF inh: 12; FBW7 activator: -0.1

What do the screens show for `Cc1ccc(NCc2nnc(SCC(=O)NC(C)(C)C)n2C)cc1`?
TEAD-YAP inh: -2; GPR151 ag: 0.4; MITF inh: -8; FBW7 activator: -0.1

Results for COc1ccc(C(=O)/C=C/c2ccc([N+](=O)[O-])s2)cc1OC ?
TEAD-YAP inh: 7; GPR151 ag: -0.2; MITF inh: -5; FBW7 activator: 0.0

Results for O=C(c1cccc(C(=O)n2cnc3ccccc32)c1)n1cnc2ccccc21 ?
TEAD-YAP inh: 0; GPR151 ag: -1.3; MITF inh: 11; FBW7 activator: 0.0

How did COc1cccc(OC)c1C(=O)N1CCN(c2ccccc2)CC1 do in these assays?
TEAD-YAP inh: -2; GPR151 ag: 3.7; MITF inh: -13; FBW7 activator: 0.0

What do the screens show for `O=C(c1cnc2scc(-c3ccccc3)n2c1=O)N1CCOCC1`?
TEAD-YAP inh: 4; GPR151 ag: 0.2; MITF inh: 6; FBW7 activator: 0.0

Results for CCCN(CC1CC1)C(=O)C1CCN(C2CCN(Cc3cccc(C)n3)CC2)CC1 ?
TEAD-YAP inh: 11; GPR151 ag: 1.2; MITF inh: 8; FBW7 activator: 0.1

How did CCOc1ccccc1C1NC(=O)NC(C)=C1C(=O)OC1CCCC1 (stereo not drawn) do in these assays?
TEAD-YAP inh: 20; GPR151 ag: 1.0; MITF inh: 5; FBW7 activator: -0.2

What do the screens show for `CCOc1ccccc1NC(=O)CSc1nnc(-c2ccoc2C)n1CC1CCCO1` (stereo not drawn)?
TEAD-YAP inh: 10; GPR151 ag: 0.7; MITF inh: 6; FBW7 activator: -0.1

Results for CCOC(=O)Cc1cc(=O)c2c(=O)n(-c3ccccc3)[nH]c2[nH]1 ?
TEAD-YAP inh: 3; GPR151 ag: 0.3; MITF inh: 12; FBW7 activator: 0.4

How did COc1ccc(-n2c(O)c(C=Nc3ccccc3)c3ccc(OC)cc3c2=O)cc1 do in these assays?
TEAD-YAP inh: 5; GPR151 ag: 0.8; MITF inh: 10; FBW7 activator: 0.2

Results for O=C(CSc1ncccc1C(=O)NCc1ccccc1Cl)NCc1ccccc1 ?
TEAD-YAP inh: -16; GPR151 ag: -1.6; MITF inh: 12; FBW7 activator: 0.2

What do the screens show for `N#CC1=C(N)OC2=C(C(=O)CCC2)C1c1cccc(Oc2ccccc2)c1` (stereo not drawn)?
TEAD-YAP inh: 3; GPR151 ag: -1.4; MITF inh: 1; FBW7 activator: -0.1

How did CCOc1ccc(OCC)c(N=c2oc3c(C)ncc(CO)c3cc2C(=O)Nc2ccc(OC)cc2)c1 do in these assays?
TEAD-YAP inh: -10; GPR151 ag: -0.3; MITF inh: 0; FBW7 activator: 0.1

How did CC(=O)c1ccccc1OCC(=O)c1ccc(Br)cc1 do in these assays?
TEAD-YAP inh: 6; GPR151 ag: 0.1; MITF inh: -13; FBW7 activator: 0.0

What do the screens show for `Fc1cccc(CNCCCN2CCOCC2)c1`?
TEAD-YAP inh: 8; GPR151 ag: -0.7; MITF inh: 12; FBW7 activator: 0.0

2 entries drawn at random from the list so far:
How did CCOc1ccccc1C1NC(=O)NC(C)=C1C(=O)OC1CCCC1 (stereo not drawn) do in these assays?
TEAD-YAP inh: 20; GPR151 ag: 1.0; MITF inh: 5; FBW7 activator: -0.2

How did CC(=O)c1ccccc1OCC(=O)c1ccc(Br)cc1 do in these assays?
TEAD-YAP inh: 6; GPR151 ag: 0.1; MITF inh: -13; FBW7 activator: 0.0

Remaining list, next part
Results for O=c1[nH]c(SCc2nc3ccccc3c(=O)n2-c2cccc(C(F)(F)F)c2)nc2ccc(Cl)cc12 ?
TEAD-YAP inh: -1; GPR151 ag: 0.9; MITF inh: -6; FBW7 activator: 0.0

Results for O=S(=O)(NCc1cn2ccsc2n1)c1ccc(-c2ccccc2)cc1 ?
TEAD-YAP inh: 2; GPR151 ag: 0.7; MITF inh: 5; FBW7 activator: 0.8

Results for COC(=O)c1c[nH]n2c(=O)c(Cl)c(C)nc12 ?
TEAD-YAP inh: -19; GPR151 ag: -8.7; MITF inh: -1; FBW7 activator: 0.0

Results for c1ccc(COc2ccccc2-c2nc3cnccn3c2NCC2CCCO2)nc1 (stereo not drawn) ?
TEAD-YAP inh: -7; GPR151 ag: 0.6; MITF inh: 1; FBW7 activator: 0.1

Results for O=C(CCCn1c(SCC(=O)N2CCCC2)nc2ccccc2c1=O)NCC1CCCO1 (stereo not drawn) ?
TEAD-YAP inh: 10; GPR151 ag: -0.3; MITF inh: 0; FBW7 activator: 0.0

What do the screens show for `COc1ccccc1-c1[nH]ncc1CNCCc1ccccc1`?
TEAD-YAP inh: -9; GPR151 ag: -0.4; MITF inh: -3; FBW7 activator: -0.3

Results for Cc1nc2c(ncn2-c2ccccc2)c(=O)n1NC(=O)CN1CCOCC1 ?
TEAD-YAP inh: 5; GPR151 ag: 1.2; MITF inh: 11; FBW7 activator: -0.1

Results for COCCOC(=O)c1c(C)oc2ccc(OCc3cccc(Br)c3)cc12 ?
TEAD-YAP inh: -1; GPR151 ag: 0.1; MITF inh: -5; FBW7 activator: 0.5

What do the screens show for `Cc1cc(C(F)(F)F)c2c(N)c(C(=O)Nc3ccc(F)cc3)sc2n1`?
TEAD-YAP inh: -53; GPR151 ag: 0.1; MITF inh: 3; FBW7 activator: 0.0

How did COC(=O)/C(C#N)=C\Nc1ccccn1 do in these assays?
TEAD-YAP inh: -13; GPR151 ag: -1.3; MITF inh: -5; FBW7 activator: 0.1

Some of these compounds in order of length of the SMILES, largest number first:
Results for O=C(CCCn1c(SCC(=O)N2CCCC2)nc2ccccc2c1=O)NCC1CCCO1 (stereo not drawn) ?
TEAD-YAP inh: 10; GPR151 ag: -0.3; MITF inh: 0; FBW7 activator: 0.0

Results for Cc1nc2c(ncn2-c2ccccc2)c(=O)n1NC(=O)CN1CCOCC1 ?
TEAD-YAP inh: 5; GPR151 ag: 1.2; MITF inh: 11; FBW7 activator: -0.1

Results for COCCOC(=O)c1c(C)oc2ccc(OCc3cccc(Br)c3)cc12 ?
TEAD-YAP inh: -1; GPR151 ag: 0.1; MITF inh: -5; FBW7 activator: 0.5

The list continues:
How did Cc1cc2nnc(SCC(=O)N(C)C3CCCCC3)n2c(N)n1 do in these assays?
TEAD-YAP inh: 11; GPR151 ag: -0.1; MITF inh: 16; FBW7 activator: 0.1

How did FC(F)(F)c1ccc(Nc2nc(NC3CC3)c3[nH]cnc3n2)cc1 do in these assays?
TEAD-YAP inh: -10; GPR151 ag: 2.8; MITF inh: -3; FBW7 activator: 0.0

What do the screens show for `CCN1C(=O)/C(=c2\sc3nc(-c4ccc(F)cc4)nn3c2=O)c2ccccc21`?
TEAD-YAP inh: 1; GPR151 ag: 0.8; MITF inh: -2; FBW7 activator: 0.0

Results for CCOC(=O)C1=C(C)N=c2s/c(=C\c3ccc(-c4ccc(C)cc4[N+](=O)[O-])o3)c(=O)n2C1c1ccc2c(c1)OCO2 (stereo not drawn) ?
TEAD-YAP inh: -1; GPR151 ag: -1.4; MITF inh: -14; FBW7 activator: -0.1

Results for CCN1C(=O)/C(=C2/Sc3ccc(OC)cc3N2C)OC1=S ?
TEAD-YAP inh: 3; GPR151 ag: 1.7; MITF inh: 2; FBW7 activator: 0.0

Results for CCCCc1noc2c1/C(=N\O)CC(c1ccccc1)C2 (stereo not drawn) ?
TEAD-YAP inh: -14; GPR151 ag: -0.3; MITF inh: 9; FBW7 activator: 0.5

Results for CC(C)c1cccc(C(C)C)c1NC(=O)c1cccs1 ?
TEAD-YAP inh: -14; GPR151 ag: 0.4; MITF inh: -4; FBW7 activator: 0.3

Results for COC(=O)CON1C(=O)CN(C(=O)Nc2ccccc2)C1c1ccccc1 (stereo not drawn) ?
TEAD-YAP inh: -2; GPR151 ag: 1.4; MITF inh: 1; FBW7 activator: -0.1

How did Cc1c(Cl)cccc1-n1c(C)cc(C=O)c1C do in these assays?
TEAD-YAP inh: 0; GPR151 ag: -1.0; MITF inh: 19; FBW7 activator: 0.1

How did CC1CC(Nc2ccccc2)c2ccccc2N1C(=O)c1ccc(NS(C)(=O)=O)cc1 (stereo not drawn) do in these assays?
TEAD-YAP inh: -5; GPR151 ag: 0.0; MITF inh: -1; FBW7 activator: 0.0

What do the screens show for `O=C(NCc1ccco1)C(=O)Nc1ccccc1Cl`?
TEAD-YAP inh: -63; GPR151 ag: -1.0; MITF inh: 0; FBW7 activator: 0.1

How did COc1cc(Nc2nc(Nc3ccc(-n4ccnc4)cc3)nc3c2ncn3C(C)C)cc(OC)c1OC do in these assays?
TEAD-YAP inh: 40*; GPR151 ag: -2.2; MITF inh: -1; FBW7 activator: 0.2

Results for COCCCNc1nc(-c2ccccc2F)nc2ccccc12 ?
TEAD-YAP inh: 11; GPR151 ag: 6.3*; MITF inh: -32; FBW7 activator: 0.1
